From PubChem
WT yeast gro inh: growth inhibition of WT yeast, mitochondrial fusion screen. mitochondrial fusion phenotypic screen, WT strain. inhibition, % at 10 µM. AID 1362. 2.1% of 190,000 active; in the data active = inhibition above about 58%; tested in S. cerevisiae
human PMI inhibitors: MPI inhibition at elevated mannose 6-phosphate – biochemical, fluorescence intensity, high mannose 6-phosphate, primary screen (AID 1220). recombinant PMI enzyme, coupled fluorescence intensity; higher % means a stronger effect. one-dose inhibition, % at 20 µM; IC50 in µM for titrated hits. 0.66% of 190,000 active
M1AAP inhibition: P. falciparum M1AAP inhibitors, biochemical, fluorogenic H-Leu-NHMec substrate, 1536-well (AID 1445); inhibition, % at 30 µM, or IC50 in µM where a hit was titrated; recombinant M1AAP, H-Leu-NHMec fluorogenic kinetic assay; higher % means a stronger effect; 0.42% of 220,000 active;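 active = primary inhibition above the hit cutoff, then over 50% inhibition at one or more dose response concentrations, cut at about 23% in these data, passing the limit was not always enough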;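 note: plate controls were DMSO full reaction for no effect and no enzyme background for full effect; strong numbers were not always called active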
TNAP activators: human TNAP enzyme activators, primary screen, biochemical, luminescent, no phosphate acceptor, uHTS (AID 1001); purified TNAP, luminescent activation assay, no phosphate acceptor; higher activation fold means a stronger effect; one-dose activation fold at 20 µM; EC50 in µM for titrated hits; 0.03% of 200,000 active; in the data active = activation fold from about 3, or a potency from the dose series; inactive = the rest, 99 in 100 with activation fold below about 1.6; note: many of its hits are not listed in these tables
Myeloid diff MLP: myeloid differentiation induction. ER-HoxA9 myeloid progenitors, lysozyme-GFP differentiation, flow cytometry. calls only at 10 µM. 1% of 360,000 active. AID 624256;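 active = normalized GFP-positive differentiation at or above the plate's own cutoff, the solvent-only control mean plus 3 SD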;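 note: cells exposed to compound for four days before flow analysis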
PMI inhibitors: inhibitors of human PMI, primary screen, biochemical, fluorescence intensity, coupled assay (AID 1209). purified PMI enzyme, coupled fluorescence intensity; higher % means a stronger effect. inhibition, % at 20 µM, or IC50 in µM where a hit was titrated. 0.42% of 190,000 active;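 note: plate controls were DMSO vehicle for no effect and wells lacking substrate for full effect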
Lipid droplet: modulators of hepatic lipid droplet formation; AML12 mouse hepatocytes, oleate lipid droplets, BODIPY imaging; inhibition, % at 6.5 µM; 0.4% of 240,000 active;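 active = lipid droplet intensity inhibited by at least 50%, with more than 500 cells counted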
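Test system: AML12 hepatocytes (mouse); reagent: oleate loading, 100 µM; dosing: one dose, 6.5 µM compound; incubation: overnight exposure; signal: fluorescence imaging, 20x objective, two fields per well; read-out basis: % inhibition of corrected integrated BODIPY droplet signal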
CSM14.1 death rescue: rescue of cells from ER stress-induced death, primary screen, 384-well, CSM14.1, thapsigargin, ATP luminescence (AID 1222). CSM14.1 thapsigargin-induced death rescue, ATP luminescence; higher % means a stronger effect. one-dose cellular ATP content (survival), % at 20 µM; EC50 in µM for titrated hits. 190,000 tested, under 10 active;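 active = EC50 below 50 µM in the dose-response confirmation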;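 note: death triggered by thapsigargin at about 15 µM added after 2 h compound pretreatment; cell ATP read after overnight thapsigargin exposure of roughly 18 to 22 hours; normalized against plate controls of thapsigargin alone and 5% DMSO vehicle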
K1F lysis inhibition: inhibition of K1F phage lysis, E. coli UTI89, bacterial capsule biogenesis inhibitors, alamar blue (AID 488966). E. coli UTI89 K1F phage lysis, alamar blue, 2 h; higher % means a stronger effect. 0.02% of 340,000 active. one-dose inhibition, % at 100 µM; IC50 in µM for titrated hits;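 active = phage lysis inhibition, versus mean bacterial control, above a set limit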;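 note: capsule biogenesis inhibitors block K1F phage lysis so surviving cells raise fluorescence; higher fluorescence means more inhibition of phage lysis; actives were called in the ten point dose series up to 300 µM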
WT yeast gro inh mutant strain: further read-out of WT yeast gro inh, marked with its call; inhibition, %; mitochondrial fusion phenotypic screen, mutant strain inhibition
Lipid droplet cells 6.5 µM: further read-out of Lipid droplet, marked with its call; cell count; measured here: cell count, cytotoxicity flag;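 cells counted across two imaged fields per well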
Myeloid diff MLP GFP+ MAC1+ %: recorded beside Myeloid diff MLP, whose call it bears; GFP+ MAC1+ double positive, %; measured here: differentiation confirmed by MAC1 staining
The depositor's hits bear a star; i = inactive; / = not tested or not shown; + = active, no number; & = joins results of further samples. Cut-off read from the data, not from the text of the source, unless noted: active = inhibition above about 50%; inactive = the rest.

1) C/C(=N\OC(=O)c1ccc(OC(C)C)cc1)c1ccc(C)c(C)c1
2) O=C(Nc1ccccc1N1CCCC1)c1ccc2c(c1)OCO2
3) CCOC(=O)C1=C(SCC(=O)Nc2ccccc2)NC(=O)C(C#N)C12CCCCC2 (stereo unspecified)
4) COCc1cc(C)nc(OCC(=O)N/N=C/c2ccco2)c1C#N
5) CCOc1cc(C)c(Cl)cc1S(=O)(=O)NCc1ccco1
6) O=C(OCC(=O)N1CCN(C(=O)c2ccco2)CC1)c1ccc(S(=O)(=O)N2CCCCC2)cc1
7) COC(=O)CCc1sc(Nc2ccc(Br)cc2)nc1-c1ccc(OC)cc1
8) O=C(CSCCc1ccccn1)Nc1cccnc1

assay / compound	1	2	3	4	5	6	7	8
M1AAP inhibition	-9%	7%	16%	10%	-2%	3%	2%	0%
PMI inhibitors	7%	-28%	0%	5%	-3%	9%	13%	1%
human PMI inhibitors	7%	-50%	2%	8%	-10%	6%	16%	0%
Myeloid diff MLP	i	i	i	i	i	/	i	i
TNAP activators	1.2	1	1.1	1.1	1	1	1	1.1
WT yeast gro inh mutant strain	4	-7	1	1	31	11	2	4
Lipid droplet	22	12	/	-10	-8	/	23	/
Lipid droplet cells 6.5 µM	794	677	/	693	768	/	714	/
Myeloid diff MLP GFP+ MAC1+ %	0.4	1.7	1.1	0.4	1.4	/	0.1	0.5
WT yeast gro inh	33	0	4	8	53	2	35	-7
K1F lysis inhibition	2.0%	0.6%	-0.6%	-1.2%	0.7%	0.1%	1.0%	1.8%
CSM14.1 death rescue	-0.5%	0.2%	-0.2%	-0.8%	-1.7%	0.5%	0.7%	-1.3%

9) Cc1ccc(CSc2ncccc2C(=O)O)cc1
10) CCN1C(=O)/C(=C2\SC(=S)N(NC(=O)c3ccccc3O)C2=O)c2ccccc21
11) CCc1c(C)sc2nc3c(C(=O)N4CCOCC4)cc(C(=O)c4ccccc4O)cn3c(=O)c12
12) CCOC(=O)N1CCC(NC(=O)C2CCCN(Cc3nc(-c4cccc(Cl)c4)oc3C)C2)CC1 (stereo unspecified)
13) Cc1cc(NC(=O)Nc2cccc3ccccc23)no1
14) COc1cc(C(=O)Sc2ccc(C)cc2)cc(OC)c1OC
15) O=C1CC2CS(=O)(=O)CC2N1c1ccc(Cl)cc1Cl (stereo unspecified)
16) Cc1cccc(CSc2nnc(-c3cccs3)n2Cc2ccco2)c1

assay / compound	9	10	11	12	13	14	15	16
M1AAP inhibition	2%	9.4µM*	11%	6%	-7%&8%	4%	4%	7%
PMI inhibitors	-6%	/	-1%	-1%	10%	12%	-6%	10%
human PMI inhibitors	-21%	/	15%	6%	12%	3%	-8%	4%
Myeloid diff MLP	i	i	i	i	i	i	i	i
TNAP activators	1.1	/	0.9	1	1.1	1.1	1.1	1.1
WT yeast gro inh mutant strain	-36	/	14	4	-6	11	-2	14
Lipid droplet	13	-1	15	/	2	/	1	/
Lipid droplet cells 6.5 µM	789	743	709	/	659	/	723	/
Myeloid diff MLP GFP+ MAC1+ %	2.7	0.5	0.4	2.0	0.5	0.8	1.8	2.3
WT yeast gro inh	-15	/	-12	4	8	9	-5	11
K1F lysis inhibition	0.3%	0.5%	-0.1%	1.1%	-0.1%	0.2%	4.3%	-0.2%
CSM14.1 death rescue	0.7%	/	1.0%	3.1%	-0.5%	-3.2%	-3.7%	-0.6%

Another view of some results above.
The line under a structure holds: M1AAP inhibition	PMI inhibitors	human PMI inhibitors	Myeloid diff MLP	TNAP activators	WT yeast gro inh mutant strain	Lipid droplet	Lipid droplet cells 6.5 µM	Myeloid diff MLP GFP+ MAC1+ %	WT yeast gro inh	K1F lysis inhibition	CSM14.1 death rescue
(16) Cc1cccc(CSc2nnc(-c3cccs3)n2Cc2ccco2)c1
    7%	10%	4%	i	1.1	14	/	/	2.3	11	-0.2%	-0.6%
(12) CCOC(=O)N1CCC(NC(=O)C2CCCN(Cc3nc(-c4cccc(Cl)c4)oc3C)C2)CC1 (stereo unspecified)
    6%	-1%	6%	i	1	4	/	/	2.0	4	1.1%	3.1%

(more compounds)
17) COC(=O)C1C(=O)c2c(n[nH]c2C)CC1(C)C (stereo unspecified)
18) Cc1ccc(CN(c2ccc(C(=O)N3CCCC3)cc2)S(C)(=O)=O)cc1
19) Cc1ccccc1-n1c(SCC(=O)N/N=C/C=C/c2ccccc2[N+](=O)[O-])nc2ccccc2c1=O
20) COc1ccc(NC(=O)CSc2nnc(-c3ccoc3C)n2CCc2ccccc2)cc1
21) Cc1ccc(NC(=O)CSCC(=O)Nc2ccc(N3CCOCC3)c(Cl)c2)cc1
22) Cc1ccc2nc(SCC(=O)Nc3cccc([N+](=O)[O-])c3)[nH]c2c1
23) NC(=O)c1cccn1-c1ncc(C(F)(F)F)cc1Cl
24) CC(C)(C)NC(=O)C1CCCN(S(=O)(=O)c2cccc3cccnc23)C1 (stereo unspecified)

assay / compound	17	18	19	20	21	22	23	24
M1AAP inhibition	-3%	3%	7%	4%	1%	9%	7%	0%
PMI inhibitors	8%	-4%	12%	21%	9%	12%	4%	-5%
human PMI inhibitors	9%	-1%	21%	13%	-2%	8%	5%	-1%
Myeloid diff MLP	i	i	i	i	i	i	i	i
TNAP activators	0.7	1.1	1	1.1	1.1	1.1	1.1	1.1
WT yeast gro inh mutant strain	8	30	18	4	-6	30	-5	8
Lipid droplet	0	/	22	-17	/	/	/	/
Lipid droplet cells 6.5 µM	707	/	698	778	/	/	/	/
Myeloid diff MLP GFP+ MAC1+ %	0.5	0.6	0.6	1.2	0.6	1.2	0.3	1.4
WT yeast gro inh	8	-4	6	-4	1	4	2	15
K1F lysis inhibition	0.1%	-0.1%	1.1%	1.4%	4.6%	7.9%	-0.6%	0.8%
CSM14.1 death rescue	-0.8%	-0.7%	-2.6%	-2.7%	-2.1%	0.7%	-0.2%	-0.9%

25) COC(=O)[C@@H](N)Cc1ccc(O)cc1
26) CCn1ncc(/C=C/C(=O)C2CC2)c1C
27) O=S(=O)(Nc1ccc(N2CCOCC2)cc1)c1ccc2ccccc2c1
28) O=C(NCc1cccnc1)c1cc(C(=O)C2CC2)c[nH]1
29) c1ccc(C2=NNC(=NC3CC3)SC2)cc1
30) O=C1c2cccc3cccc(c23)C(=O)N1c1ccccn1
31) Cc1cc(C)c(-c2cc(C)nc3ncnn23)c(C)c1
32) O=C(NCCCn1ccnc1)C1CC2CCC1C2 (stereo unspecified)

assay / compound	25	26	27	28	29	30	31	32
M1AAP inhibition	-4%	5%	0%	-1%	6%	3%	3%	29%
PMI inhibitors	3%	4%	3%	4%	1%	12%	-5%	-4%
human PMI inhibitors	6%	6%	1%	3%	-15%	18%	-9%	-6%
Myeloid diff MLP	/	i	i	i	i	i	i	i
TNAP activators	1.1	1.1	1.1	1	1	1	1	1.2
WT yeast gro inh mutant strain	-19	-3	4	4	30	-5	2	-12
Lipid droplet	/	15	-2	/	/	9	2	4
Lipid droplet cells 6.5 µM	/	611	851	/	/	656	691	787
Myeloid diff MLP GFP+ MAC1+ %	/	0.4	0.7	1.2	2.2	0.6	0.8	1.1
WT yeast gro inh	0	6	1	6	30	5	-12	-14
K1F lysis inhibition	/	6.3%	2.0%	3.1%	0.1%	0.7%	0.3%	-1.0%
CSM14.1 death rescue	-1.1%	-1.7%	-2.3%	-1.7%	-2.7%	0.3%	0.2%	6.3%

Three structures out of the list, sorted by count of non-hydrogen atoms, rising.
25) COC(=O)[C@@H](N)Cc1ccc(O)cc1
26) CCn1ncc(/C=C/C(=O)C2CC2)c1C
32) O=C(NCCCn1ccnc1)C1CC2CCC1C2 (stereo unspecified)

assay / compound	25	26	32
M1AAP inhibition	-4%	5%	29%
PMI inhibitors	3%	4%	-4%
human PMI inhibitors	6%	6%	-6%
Myeloid diff MLP	/	i	i
TNAP activators	1.1	1.1	1.2
WT yeast gro inh mutant strain	-19	-3	-12
Lipid droplet	/	15	4
Lipid droplet cells 6.5 µM	/	611	787
Myeloid diff MLP GFP+ MAC1+ %	/	0.4	1.1
WT yeast gro inh	0	6	-14
K1F lysis inhibition	/	6.3%	-1.0%
CSM14.1 death rescue	-1.1%	-1.7%	6.3%

Compounds above containing an aryl methoxy group, in the order listed:
7) COC(=O)CCc1sc(Nc2ccc(Br)cc2)nc1-c1ccc(OC)cc1
14) COc1cc(C(=O)Sc2ccc(C)cc2)cc(OC)c1OC
20) COc1ccc(NC(=O)CSc2nnc(-c3ccoc3C)n2CCc2ccccc2)cc1

assay / compound	7	14	20
M1AAP inhibition	2%	4%	4%
PMI inhibitors	13%	12%	21%
human PMI inhibitors	16%	3%	13%
Myeloid diff MLP	i	i	i
TNAP activators	1	1.1	1.1
WT yeast gro inh mutant strain	2	11	4
Lipid droplet	23	/	-17
Lipid droplet cells 6.5 µM	714	/	778
Myeloid diff MLP GFP+ MAC1+ %	0.1	0.8	1.2
WT yeast gro inh	35	9	-4
K1F lysis inhibition	1.0%	0.2%	1.4%
CSM14.1 death rescue	0.7%	-3.2%	-2.7%

The results go on:
33) Cc1ccc(-c2nn(-c3ccccc3)cc2CN(C)C(=O)CCC(=O)O)cc1C
34) CC1CCN(CCc2nc3cc(NC(=O)Nc4ccccc4)ccc3n2C)CC1
35) Cc1cccc2cc(CN(Cc3cccnc3)C(=O)c3ccncc3)c(=O)[nH]c12
36) N#CCSc1nc2ccccc2c(=O)n1C1CCCCC1
37) NC(=O)C1=C[C@@H](c2csc3ccccc23)C[C@@H](OCCCCO)O1
38) C/C(=N/Nc1nc(-c2ccccc2)c(CC(=O)O)s1)c1ccccc1
39) O=C(Nc1cc(Cl)ccc1N1CCOCC1)c1ccc2c(c1)OCCO2

assay / compound	33	34	35	36	37	38	39
M1AAP inhibition	5%	7%	4%	1%	-5%	5%	3%
PMI inhibitors	-4%	10%	3%	-2%	32%	/	2%
human PMI inhibitors	8%	8%	0%	6%	59%*	/	-1%
Myeloid diff MLP	i	i	i	i	+	i	i
TNAP activators	1	1.1	1.1	1.1	1	/	1
WT yeast gro inh mutant strain	2	0	17	6	12	/	-7
Lipid droplet	27	/	10	37	-2	-7	12
Lipid droplet cells 6.5 µM	650	/	777	752	710	720	690
Myeloid diff MLP GFP+ MAC1+ %	0.1	0.8	1.2	0.5	7.8*	0.1	0.3
WT yeast gro inh	-12	-10	5	2	6	/	19
K1F lysis inhibition	-1.4%	0.4%	0.2%	0.3%	0.9%	-0.1%	0.5%
CSM14.1 death rescue	0.4%	-2.4%	-2.5%	0.7%	1.6%	/	-1.1%
